# Screening data as filed in PubChem BioAssay.
# Keap1 Nrf2 FP = Keap1-Nrf2 protein-protein interaction inhibitors, primary screen, biochemical, fluorescence polarization, single point; Keap1 Kelch-Nrf2 peptide fluorescence polarization, 1536-well; Kelch-like ECH-associated protein 1 (Homo sapiens), Q14145; inhibition, % at 9.4 µM; 0.15% of 340,000 active; in the data active means inhibition above about 12%; inconclusive means no clear call, values can overlap the other calls; inactive means below about 7.3%;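 further: human Keap1 Kelch domain with fluorescein labeled Nrf2 9mer peptide probe; 0% = neutral control wells and 100% = peptide positive control; higher means more block of Keap1 binding to Nrf2 peptide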
# Target sequence (Q14145 whole entry, looked up, the tested form may be a part): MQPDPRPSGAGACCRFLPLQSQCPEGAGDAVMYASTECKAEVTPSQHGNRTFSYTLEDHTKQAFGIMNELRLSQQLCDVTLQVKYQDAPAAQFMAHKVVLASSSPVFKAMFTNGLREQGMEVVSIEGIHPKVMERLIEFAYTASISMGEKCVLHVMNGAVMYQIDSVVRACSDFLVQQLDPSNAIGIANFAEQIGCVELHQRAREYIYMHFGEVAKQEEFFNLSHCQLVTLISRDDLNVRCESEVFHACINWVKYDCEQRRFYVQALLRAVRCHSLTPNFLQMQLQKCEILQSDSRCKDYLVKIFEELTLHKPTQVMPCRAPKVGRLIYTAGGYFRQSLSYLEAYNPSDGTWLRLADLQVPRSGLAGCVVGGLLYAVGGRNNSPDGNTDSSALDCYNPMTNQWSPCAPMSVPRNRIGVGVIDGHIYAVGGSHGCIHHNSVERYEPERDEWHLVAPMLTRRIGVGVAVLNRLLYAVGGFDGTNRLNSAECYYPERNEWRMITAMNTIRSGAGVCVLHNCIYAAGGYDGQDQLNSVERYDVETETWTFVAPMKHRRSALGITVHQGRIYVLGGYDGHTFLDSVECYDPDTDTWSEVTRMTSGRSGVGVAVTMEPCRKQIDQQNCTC
# RTF Ca sens inh = cardiac RTF calcium sensitivity inhibitors, primary screen, biochemical, IANBD-TnC fluorescence, EC70 calcium; Troponin I, cardiac muscle (Homo sapiens) + Troponin T, cardiac muscle (Homo sapiens) + …; IANBD-labeled cardiac RTF, Ca2+ fluorescence; inhibition, % at 7.15 µM; 0.12% of 340,000 active;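 active means inhibition above the mean inhibition of all tested compounds plus 3 SD, cut at about 17% in these data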;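 further: assay run at fixed EC70 calcium of 1.6 mM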
# cardiac RTF act = cardiac RTF calcium sensitivity activators, primary screen, biochemical, IANBD-TnC fluorescence, EC20 calcium. 0.24% of 340,000 active. IANBD-labeled TnC RTF fluorescence at EC20 calcium; 0% EC20 calcium, 100% full calcium. activation, % at 7.2 µM. AID 493008, 2010;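 active means activation above the mean over all tested compounds plus 3 SD, cut at about 30% in these data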;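 further: rise in fluorescence read as greater calcium sensitivity of cardiac thin filaments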
# Wnt act = Wnt/beta-catenin pathway activators, primary screen, cell-based, plate reader, single point. activation, % at 9.35 µM. AID 743398, 2014. 1.2% of 300,000 active. Wnt/beta-catenin reporter cell assay, activator; in the data active means activation above about 30%, passing the limit was not always enough; inconclusive means no clear call, values can overlap the other calls;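 further: 0% = neutral control wells and 100% = positive control wells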
# DSG3 Ab inh = inhibitors of pemphigus antibody binding to DSG3, primary screen, biochemical, bead-based, flow cytometry, scFv-GFP. Desmoglein-3 (Homo sapiens), P32926. DSG3-coupled beads, scFv-anti-DSG3-GFP binding; hits give low values. binding (percent of control), % at 10 µM. 0.48% of 310,000 active;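 active means binding more than 3 SD below its plate's average and above zero; inconclusive means below that plate limit but binding exactly zero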;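 further: hits lower antibody fragment binding to DSG3; some compounds called inactive have numbers as strong as hits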
# MOR-DOR ag = agonists of OPRM1-OPRD1 heterodimerization, primary screen, cell-based, luminescence; Mu-type opioid receptor (Homo sapiens) + Delta-type opioid receptor (Homo sapiens), …; activation, % at 9.3 µM; AID 504326, 2011; cells; 0.3% of 340,000 active; in the data active means activation above about 18%;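 further: 0% = vehicle-treated cells and 100% = reference agonist; values of inactives mirror those of a sister screen read the other way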
# Arrestin-AP2 inh = inhibitors of beta-arrestin/AP2 binding, primary screen, biochemical, GPCR trafficking, flow cytometry. beta-arrestin 1 C-terminal peptide binding to AP2 beta2-adaptin appendage (human). FITC-arrestin peptide / GST-AP2 beads; AP2 beta2 appendage carries R879A mutation. inhibition, % at 10 µM. 0.31% of 340,000 active;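 active means inhibition above a set limit, near 3 SD of compounds lacking own fluorescence, cut at about 54% in these data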;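 further: plate controls were DMSO wells for no effect and 5 µM unlabelled arrestin peptide for full effect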
#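 Material – AP2 appendage R879A on GSH beads · Buffer or medium – PBS with 0.05% Tween 20 and 0.1% BSA · Probe or stimulus – fluorescein-tagged arrestin peptide at 50 nM final · Incubation – compound with beads 12 min RT, then probe 1 h RT · Detection – high-throughput flow cytometry of beads, ex 488, em 535 nm · Evaluation – percent response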
# V-ATPase pH = regulators of yeast V-ATPase proton pumping, primary screen, pHLuorin cytosolic pH fluorescence | 0.37% of 350,000 active | S. cerevisiae | response, % at 10 µM; in the data active means response mostly above about 7.3%, no sharp cut-off; inactive means mostly below about 5.4%; further: actives read high; inactives centre near 0; some compounds called inactive have numbers as strong as hits; reference of the scale not given here
# LANA DNA inh = inhibitors of KSHV C-LANA binding to DNA, primary screen, biochemical, fluorescence polarization, FAM-LBS DNA, MBP-C-LANA, single point. inhibition, % at 9 µM. 0.078% of 340,000 active. Kaposi's sarcoma herpesvirus LANA C-terminal domain (residues 932-1162) DNA binding. AID 504423, 2011;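 active means highest replicate inhibition at or above 60% at 9 µM, even if other replicates fall short; inactive means all replicates below 60% inhibition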;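 further: 0% = neutral control wells and 100% = 4 µM acridine orange control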
# MOR-DOR inv ag = inverse agonists of MOR-DOR heterodimerization, primary screen, cell-based, luminescence; inhibition, % at 9.3 µM; AID 504357, 2011; Mu-type opioid receptor (Homo sapiens) + Delta-type opioid receptor (Homo sapiens), …; cell-based MOR-DOR heterodimer luminescence, inverse agonism; 0.21% of 340,000 active; in the data active means inhibition above about 22%, passing the limit was not always enough;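 further: 0% = cells with DMSO and 100% = wells without cells with DMSO; values of inactives mirror those of a sister screen read the other way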
# * marks the source's active call; other numbers are inactive results; ? = inconclusive; · = no result given.
SMILES,Keap1 Nrf2 FP,RTF Ca sens inh,cardiac RTF act,Wnt act,DSG3 Ab inh,MOR-DOR ag,Arrestin-AP2 inh,V-ATPase pH,LANA DNA inh,MOR-DOR inv ag
Cc1ccccc1NC(=O)c1ccc(NC(=O)C2CC(=O)OC23CCCCC3)cc1 (centres undefined),-1,4,10,-1,102,-0.1,-13,-4,-0.4,0
CCOC(=O)/C=c1\s/c(=C\c2ccccc2C)c(=O)n1CC(=O)NCc1ccc2c(c1)OCO2,-5,-16,3,0,95,-0.2,-5,-2,-1.5,1
O=C(CN(Cc1ccccc1)C(=O)CCC(=O)Nc1nccs1)NCc1ccco1,-3,-11,1,2,·,0.0,-7,-3,-1.4,0
CN(CC(=O)Nc1ccccc1C(F)(F)F)C(=O)CSc1nnc(-c2ccncc2)n1C,2,-7,3,-1,105,-2.2,-11,0,-2.2,9
COc1ccc(/C=C/C(=O)c2sc(-c3ccccc3)nc2C)cc1,-1,1,3,-2,89,-1.5,1,-2,0.0,8
C[C@H](CO)N1C[C@H](C)[C@@H](CN(C)Cc2ccc(Oc3ccccc3)cc2)Oc2c(NS(=O)(=O)c3cn(C)cn3)cccc2C1=O,5,-18,-5,8,101,-0.3,·,-1,-4.2,2
CCOC(=O)C1C(=O)CC(C)(O)C(C(=O)OCC)C1c1ccc(Br)cc1 (centres undefined),-5,4,6,-2,106,-3.8,1,-4,-2.7,21
NS(=O)(=O)c1cccc(NC(=O)C(Cc2ccccc2)NC(=O)c2ccccc2)c1 (centres undefined),-3,-7,2,3,107,-1.1,3,-1,-0.4,6
COC(=O)C1=C(C(=O)OC)[C@@H]2N(C)c3ccccc3[C@@]23C[C@@H](C(=O)OC)N(C(=O)c2cccs2)C3=N1,-2,7,-8,-2,105,-1.0,-8,0,4.4,6
CN(C)S(=O)(=O)c1ccc(N2CCCC2=O)c([N+](=O)[O-])c1,-3,-15,-8,-4,98,2.3,5,0,0.0,-15
Cc1ccccc1-n1nnnc1SCC(=O)N(C)C1CCS(=O)(=O)C1 (centres undefined),5,-7,-5,-2,100,-1.1,-6,0,-0.9,5
Oc1c(C(c2cccs2)N2CCC3(CC2)OCCO3)sc2ncnn12 (centres undefined),-3,-2,3,-4,81,-3.9,4,2,-0.6,21
CN(C)c1ccc(/C=C/C(=O)c2ccccc2)cc1[N+](=O)[O-],0,-5,-9,34*,118,-2.3,-3,-4,1.8,12
CC(NC(=O)c1ccco1)c1nc(-c2ccccc2)no1 (centres undefined),0,3,-5,0,·,-0.8,-8,1,-0.4,6
O=C(C1CCN(S(=O)(=O)c2ccc(Cl)cc2)CC1)N1CCN(c2ccccn2)CC1,0,-6,-1,-6,108,-2.1,-2,-1,-3.6,8
Cc1cc(S(=O)(=O)Nc2ccc(C(=O)N3CCN(C(=O)c4ccco4)CC3)cc2)ccc1F,-2,-6,5,·,89,-0.3,5,3,0.4,2
O=C(C1CCN(S(=O)(=O)N2CCC3(CC2)OCCO3)CC1)N1CCN(Cc2ccccc2)CC1,1,8,4,·,101,0.0,17,1,1.4,0
COc1ccc(CNC(=O)C(c2cccs2)N(Cc2ccco2)C(=O)Cc2cccs2)cc1 (centres undefined),0,-10,-3,·,·,0.9,-2,0,-3.3,-5
COc1ccc2cc(CN(CC3CCCO3)C(=S)NCc3ccco3)c(=O)[nH]c2c1 (centres undefined),-6,-23,17,-1,113,0.9,-28,0,-0.9,-5
CCC12CN(C(=O)c3ccc(C)cc3)CC(CC)(CN(C(=O)c3ccc(C)cc3)C1)C2=O,6,3,-1,-3,104,-0.4,5,9,-0.5,3
Cc1cc(C(=O)N/N=C2\CC(=O)CC(C)(C)C2)c(C)n1-c1ccc(F)cc1,0,-1,-4,·,98,-1.2,35,-3,-0.1,7
O=C(c1ccc2nccnc2c1)N1CCN(c2ccccc2)CC1,-2,-2,-4,-1,102,-0.8,-11,0,0.0,6
CCCCNC(=O)C(=O)N/N=C/c1ccc(OCC(=O)Nc2cccc(OC)c2)c(OC)c1,-5,7,8,2,103,5.6,-6,-1,0.6,-38
O=C(NCCN1CCOCC1)C(=O)NCC1OCCCN1S(=O)(=O)c1ccc(F)cc1 (centres undefined),-2,-9,-3,0,111,-2.7,-9,9,1.0,15
CC(C)OC(=O)CSc1nnc(-c2ccc(C(C)(C)C)cc2)n1N,-3,3,-3,9,·,0.3,8,6,0.8,-2
Cc1ccccc1Cn1c(C)nc2ccccc21,-1,3,7,-1,116,-1.5,12,1,-0.2,7
COc1ccc(S(=O)(=O)N2CCC(C(=O)Nc3cc(Cl)ccc3N3CCOCC3)CC2)cc1OC,2,-9,1,-5,103,-0.1,-3,4,-0.4,1
COCCCNC(=S)Nc1ccc2c(c1)OCCO2,-1,-7,-3,·,98,-1.7,5,1,-0.1,9
COC(=O)c1cc(Oc2ccc(C(=O)OC)cc2N)cc(C(=O)OC)c1,4,3,3,-2,·,3.0,-6,-3,-2.3,-18
CNC(=O)NC(=O)CN1C(=O)NC2(CCOc3ccccc32)C1=O (centres undefined),-1,6,-6,-2,100,-2.6,24,4,0.4,14
c1ccc(-c2nc3c([nH]2)CCc2nonc2-3)cc1,-3,-2,7,13,99,-3.2,1,-1,-1.6,16
C=C(C)COc1ccc(-c2nc(N)ncc2Oc2ccc(OC)cc2)c(O)c1,-2,8,-6,-1,·,-1.9,12,-4,45,9
CC(C)C[C@H](NC(=O)N1CCn2c1nc1ccccc12)C(=O)N[C@@H](Cc1ccccc1)C(=O)O,1,0,-1,-3,97,·,2,-2,0.6,·
Cc1cc2cc(CCNC(=O)c3cccs3)c(=O)[nH]c2cc1C,6,-4,-4,?,98,-1.5,-6,-3,0.1,9
CC(Oc1cccnc1[N+](=O)[O-])C(=O)Nc1cccc(Cl)c1 (centres undefined),-5,0,-5,2,105,5.6,-7,-4,0.1,-22
CC1CCCCC12NC(=O)N(CC(=O)N1CCN(S(=O)(=O)Cc3ccccc3)CC1)C2=O (centres undefined),0,-10,-1,-2,104,-4.9,2,1,-1.1,19
N=c1n(CCN2CCOCC2)c2ccccc2n1CC(O)COc1ccccc1 (centres undefined),0,-9,-1,-3,100,·,9,0,1.1,·
Cc1c(Cl)cccc1NC(=O)CNC(=O)C1CC(=O)N(C2CCCC2)C1 (centres undefined),1,-8,0,-4,101,-4.2,34,3,0.1,17
O=C(Cc1cccs1)Nc1ccc([N+](=O)[O-])cc1,0,3,-2,0,111,-1.4,5,4,0.0,7
CCC(Oc1ccccc1)C(=O)N(CC)CC(=O)NCc1ccc(F)cc1 (centres undefined),-5,-10,2,1,105,-0.2,-5,2,-0.6,1
O=C(NN=Cc1ccccc1)c1ccccc1,-4,1,7,-3,87,-2.9,14,2,0.0,15
CCC(NC(=O)CCCc1ccccc1)c1ccccc1 (centres undefined),-4,-5,0,2,96,-1.9,-10,-3,-2.5,10
Cc1ccccc1CN1CCC(Oc2ccc(C(=O)NCc3ccccn3)cc2)CC1,3,-3,-1,1,·,-0.8,-1,0,0.7,4
CCN1CCN(CCCNC(=O)c2ccc3c(Cl)c4c(nc3c2)CCCC4)CC1,-3,-14,-4,-4,127,-0.4,27,-1,-3.9,2
CCOC(=O)c1c(NC(=O)C2C3C=CC(C3)C2(C)C(=O)O)sc2c1CCCC2 (centres undefined),0,8,-3,1,81,-1.0,-2,3,0.9,5

# Some of the entries above in another layout.
SMILES | Keap1 Nrf2 FP | RTF Ca sens inh | cardiac RTF act | Wnt act | DSG3 Ab inh | MOR-DOR ag | Arrestin-AP2 inh | V-ATPase pH | LANA DNA inh | MOR-DOR inv ag
N=c1n(CCN2CCOCC2)c2ccccc2n1CC(O)COc1ccccc1 (centres undefined) | 0 | -9 | -1 | -3 | 100 | · | 9 | 0 | 1.1 | ·
Cc1c(Cl)cccc1NC(=O)CNC(=O)C1CC(=O)N(C2CCCC2)C1 (centres undefined) | 1 | -8 | 0 | -4 | 101 | -4.2 | 34 | 3 | 0.1 | 17
O=C(Cc1cccs1)Nc1ccc([N+](=O)[O-])cc1 | 0 | 3 | -2 | 0 | 111 | -1.4 | 5 | 4 | 0.0 | 7
CCC(Oc1ccccc1)C(=O)N(CC)CC(=O)NCc1ccc(F)cc1 (centres undefined) | -5 | -10 | 2 | 1 | 105 | -0.2 | -5 | 2 | -0.6 | 1
O=C(NN=Cc1ccccc1)c1ccccc1 | -4 | 1 | 7 | -3 | 87 | -2.9 | 14 | 2 | 0.0 | 15
CCC(NC(=O)CCCc1ccccc1)c1ccccc1 (centres undefined) | -4 | -5 | 0 | 2 | 96 | -1.9 | -10 | -3 | -2.5 | 10
Cc1ccccc1CN1CCC(Oc2ccc(C(=O)NCc3ccccn3)cc2)CC1 | 3 | -3 | -1 | 1 | · | -0.8 | -1 | 0 | 0.7 | 4
CCN1CCN(CCCNC(=O)c2ccc3c(Cl)c4c(nc3c2)CCCC4)CC1 | -3 | -14 | -4 | -4 | 127 | -0.4 | 27 | -1 | -3.9 | 2
CCOC(=O)c1c(NC(=O)C2C3C=CC(C3)C2(C)C(=O)O)sc2c1CCCC2 (centres undefined) | 0 | 8 | -3 | 1 | 81 | -1.0 | -2 | 3 | 0.9 | 5

# (list continues)
SMILES,Keap1 Nrf2 FP,RTF Ca sens inh,cardiac RTF act,Wnt act,DSG3 Ab inh,MOR-DOR ag,Arrestin-AP2 inh,V-ATPase pH,LANA DNA inh,MOR-DOR inv ag
O=C(c1ccc(Cl)cc1)c1cn[nH]c1-c1ccccc1O,-3,0,-4,6,·,2.2,-2,0,0.2,-11
Cc1cccc2cc(CN(Cc3ccccc3)C(=O)N(C)C)c(=O)[nH]c12,-1,-6,-2,·,109,-2.6,7,-6,1.9,13
C=CCn1c(-c2ccco2)n[nH]c1=S,-5,-4,5,·,98,2.9,16,-2,-2.6,-17
CCO[C@H]1OC(C(=O)NCc2nc3ccccc3[nH]2)=C[C@@H](c2ccccc2)[C@@H]1CCCO,-7,-19,0,-1,99,0.5,12,0,1.0,-2
CCCn1c2c(c(O)c(C(=O)NCCCN(CC)CC)c1=O)CCCC2,-2,-10,6,-3,118,1.0,-2,2,1.1,-6
Cc1ccccc1Nc1nc(N)nc(CSc2ccc(F)cc2)n1,2,-7,-2,17,109,0.9,-3,0,-1.1,-5
